# IP6K1 inh: Primary qHTS assay for small molecule inhibitors of Inositol hexaphosphate kinase 1 (IP6K1); Inositol hexakisphosphate kinase 1 (Homo sapiens), Q92551; IP6K1 kinase, ADP-Glo luminescence, 2 h; active compounds read low; 140,000 compounds, 0.81% hits; activity change, % (series mostly up to about 58 µM); in the data active means activity change below about -25%
# Target sequence (Q92551 whole entry, looked up): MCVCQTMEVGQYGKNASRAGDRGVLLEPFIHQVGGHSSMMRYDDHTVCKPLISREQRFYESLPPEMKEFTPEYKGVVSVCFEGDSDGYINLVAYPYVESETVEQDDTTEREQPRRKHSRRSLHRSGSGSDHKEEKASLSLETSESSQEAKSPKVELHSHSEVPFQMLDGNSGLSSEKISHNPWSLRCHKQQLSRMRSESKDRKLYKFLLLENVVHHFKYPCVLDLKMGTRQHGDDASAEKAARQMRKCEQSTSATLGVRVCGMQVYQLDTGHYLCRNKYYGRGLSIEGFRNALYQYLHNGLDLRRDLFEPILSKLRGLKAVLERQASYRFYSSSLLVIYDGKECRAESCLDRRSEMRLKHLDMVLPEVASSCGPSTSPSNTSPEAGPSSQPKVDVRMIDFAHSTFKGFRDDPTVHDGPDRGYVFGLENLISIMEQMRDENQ
#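 ADP-Glo luminescence measures ADP made by human IP6K1 during a 2 h RT reaction with ATP/IP6 (mix at 1.3 mM/130 uM); top library doses 57.5 and 19.1 uM final.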
# NIH3T3 tox: Cytotoxic Profiling in NIH 3T3 Cell Line of Diverse Libraries Using Quantitative High-Throughput Screening; NIH 3T3 viability, CellTiter-Glo ATP luminescence, 48-72 h; Potency, µM (series often up to 96.7 µM), without a hit: at the highest dose activity change, negative = cytotoxicity, most hits filed as inhibitors; 94,000 compounds, 4.3% hits; AID 1345082, 2018; further: potency means the concentration at half of the fitted maximal effect; nearly all actives have a fitted effect of over 55% in size
#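 Viability of NIH 3T3 cells after 48 or 72 hr compound treatment at 37 °C was assessed by CellTiter-Glo, with luminescence imaged following a 10 min room-temperature step.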
# HEK293 tox: Cytotoxic Profiling in HEK 293 Cell Line of Diverse Libraries Using Quantitative High-Throughput Screening | HEK 293 viability, ATP luminescence (CellTiter-Glo), 48-72 h | Potency, µM (highest dose often 115 µM), for the others: at the highest dose activity change, negative = cytotoxicity, actives largely listed as inhibitors | 94,000 compounds, 6.6% hits; further: potency means the concentration at half of the fitted maximal effect; nearly all actives have a fitted effect of over 60% in size
#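 HEK 293 seeded at 250 cells/well receive compound via pintool. After 48 or 72 hr at 37 degree Celsius, 5% CO2 and 95% humidity, CellTiter-Glo is dispensed and luminescence read following 10 min at room temperature.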
# SNCA expr inh: Primary qHTS assay for inhibitors of alpha-synuclein gene (SNCA) expression; HEK-293 SNCA-luciferase knock-in, luminescence, 24 h; Potency, µM (titrated, usually from 57.2 µM), inactives show at the highest dose activity change, negative = inhibition, most hits filed as inhibitors; 140,000 compounds, 0.17% hits; AID 1671194, 2021;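 further: potency means the concentration at half of the fitted maximal effect; plate controls were DMSO cells for no effect and cell-free wells for full effect; nearly all actives have a fitted effect of over 45% in size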
# FLuc inh: Firefly luciferase inhibition profiling of diverse chemical library using quantitative high-throughput screening. AID 1347043, 2019. 76,000 compounds, 2.5% hits. Potency, µM (top dose mostly 115 µM), inactives show at the top dose activity change, negative = inhibition, hits mostly inhibitors. purified P. pyralis luciferase, luminescence, biochemical. Luciferin 4-monooxygenase (Photinus pyralis), P08659; further: potency means the concentration at half of the fitted maximal effect; nearly all actives have a fitted effect of over 65% in size
# Target sequence (P08659 whole entry, looked up): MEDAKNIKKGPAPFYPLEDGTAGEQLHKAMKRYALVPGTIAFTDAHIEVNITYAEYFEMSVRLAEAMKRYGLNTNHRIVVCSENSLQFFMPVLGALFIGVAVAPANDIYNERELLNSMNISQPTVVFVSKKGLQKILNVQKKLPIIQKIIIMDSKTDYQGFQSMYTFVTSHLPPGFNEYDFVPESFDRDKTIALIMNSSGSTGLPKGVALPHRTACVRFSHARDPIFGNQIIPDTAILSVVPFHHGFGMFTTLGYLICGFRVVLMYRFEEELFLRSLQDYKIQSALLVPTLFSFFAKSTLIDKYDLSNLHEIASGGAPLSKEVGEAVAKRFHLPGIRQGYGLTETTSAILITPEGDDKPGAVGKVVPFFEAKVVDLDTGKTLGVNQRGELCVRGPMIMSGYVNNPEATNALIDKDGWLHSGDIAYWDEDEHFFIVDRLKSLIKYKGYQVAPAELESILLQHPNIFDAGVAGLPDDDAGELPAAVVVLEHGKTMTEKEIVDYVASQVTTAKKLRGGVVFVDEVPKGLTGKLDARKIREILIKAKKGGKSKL
#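 Cell-free enzyme assay, 10nM P. pyralis luciferase, luciferin and ATP each at 10uM. Inhibition profiled over a 6-point titration, read as luminescence.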
# SNCA viab count: GF-AFC viability counterscreen for inhibitors of alpha-synuclein gene (SNCA) expression | HEK-293-SNCA-luc viability, GF-AFC fluorescence, 24 h | Potency, µM (titrated, usually from 57.1 µM), inactives show at the top dose activity change, negative = cytotoxicity, hits mostly cytotoxic | 150,000 compounds, 0.12% hits;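 further: potency means the concentration at half of the fitted maximal effect; 0% = DMSO-treated cells and -100% = medium-only wells without cells; nearly all actives have a fitted effect of over 30% in size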
#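 Cytotoxicity counterscreen: after 24 h compound treatment of genome-edited SNCA-luciferase HEK-293 cells, live-cell protease substrate GF-AFC read by fluorescence after 30 min; activity scaled between DMSO (0%) and medium-only (-100%), curves Hill-fitted.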
# GPT2 inhibitor: Primary qHTS assay for inhibitors of Glutamate pyruvate transaminase 2 (GPT2). Alanine aminotransferase 2 (Homo sapiens), Q8TD30. Recombinant GPT2, coupled pyruvate oxidase/HRP Amplex Red fluorescence. Potency, µM (top dose mostly 57.7 µM), inactives show at the top dose activity change, negative = inhibition, usual class: inhibitors. 100,000 compounds, 0.25% hits. AID 1671188, 2021; further: potency means the concentration at half of the fitted maximal effect; nearly all actives have a fitted effect of over 60% in size; many of its hits are not listed in these tables
#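 Fluorescence of coupled pyruvate oxidase/HRP/Amplex Red system (50uM Amplex, 30 min, dark) reports pyruvate formed by GPT2. Enzyme reaction: 10ng/uL GPT2, 2mM L-alanine, 250uM a-KG, 30 min room temperature, pH 7.5; 50uM AOA control.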
# The depositor's hits bear a star; i = inactive; ? = inconclusive; / = no result given; & = joins results of further samples; ! = not confirmed by another sample; [ ] = remark or other dose. Unless noted, the call rests on the fitted dose curve; in most records, active means well fitted curve in the direction sought with a large enough effect; inconclusive means small, poorly fitted or top-dose-only effect, or another doubt; inactive means no such curve, though single readings can be large; an effect the other way counts as inactive or inconclusive. Unless noted, on the % scale 0 is the no-effect control and ±100 the full control effect. These rows are one share of the data (hit frequency here may not be typical).
structure	IP6K1 inh	NIH3T3 tox	HEK293 tox	SNCA expr inh	FLuc inh	SNCA viab count	GPT2 inhibitor
CNC(=O)N1CCC(C2CCN(C(=O)CCC3CCCC3)C2)CC1 (stereo not given)	4	-18%	23%	68%[activator]	-8%	-21%	0%
CCCc1noc(-c2cccn3c(CNC(=O)c4ccccc4OCC)nnc23)n1	11	-13%	0%	?	1%	9%	-9%
CCc1nc2c(c(-c3ccc(Cl)cc3)n1)CN(Cc1ccc(OC(F)(F)F)cc1)CC2	-9	25µM*	?	?	9%	-7%	i
Cc1cccc(C(=O)N2CCN(c3cc(C(F)(F)F)nc(C)n3)CC2)c1	0	?	?	?	0%	-12%	i
COCCn1c(C)cc(C(=O)N2CCC3(CC2)CC(C(=O)N2CCOCC2)N(C)C3)c1C (stereo not given)	10	-22%	0%	8%	/	6%	-4%
COc1ccc(OCC(=O)Nc2ccc(O)c(-c3nc4ccccc4s3)c2)cc1	3	/	/	-2%	/	9%	/
Cc1cccc(C(=O)N2CCCCCCNC(=O)[C@@H]3C[C@@H](c4nc(C(C)C)no4)C[C@@H]32)c1	3	-26%	-38%	-6%	-1%	4%	-17%
CC(C)NC(=O)N(C1CC1)C1CCOC2(CCN(C(=O)Cc3cccc(F)c3)CC2)C1 (stereo not given)	3	-11%	-12%	-7%	1%	6%	i
COc1ccc(C2=NS(=O)(=O)N(C)C(C(=O)N(C)Cc3ccccc3)=C2)cc1OC	22	/	/	57%[activator]	/	7%	/
COc1ccc(CNC(=O)c2cc(-c3ccc(OC)cc3)nc3n[nH]c(-c4cccc([N+](=O)[O-])c4)c23)cc1	-11	/	/	?	/	-11%	/
CC(C)CNc1ccc2c(n1)C(C)(C(=O)NCc1cccnc1)CN(Cc1ccccc1)C2 (stereo not given)	-2	?	?	-25%	9%	-3%	-5%
COc1ccc(-c2cc3c(ccn3C(C)C)c(C(=O)NCc3c(C)cc(C)[nH]c3=O)n2)cc1	7	?	?	-1%	2%	-3%	i
C[C@@H](NC(=O)C1CC1)c1onc(-c2ccc(Cl)cc2)c1C(=O)O	4	i	-1%[172 µM]	-1%[87.6 µM]	0%[172 µM]	1%[87.6 µM]	-4%[88.5 µM]
CN(C)C(=O)N1CCCC(c2nc(-c3ccc4nc[nH]c4c3)no2)C1 (stereo not given)	1	-5%	-12%	-14%	?	-1%	-4%
COc1ccc(C(=O)NC2CN(c3ccnc4ccnn34)C2)cc1	-4	-34%	-5%	?	/	2%	4%
COc1ccc(C)cc1NC(=O)CN1C(=O)NC(c2ccc(C)cc2)C2=C1COC2=O (stereo not given)	0	-25%	?	-30%	-1%	-15%	i
COc1ccc(-c2cc(C(F)(F)F)c(C#N)c(SCC(=O)Nc3cccc(C)c3)n2)cc1	-10	/	/	-8%	/	-10%	/
COc1ccccc1NC(=O)CSc1nncn2c1cc1sccc12	47	/	/	31%[activator]	/	-5%	/
Cc1ccc(-n2c(C3CCN(C(=O)C4(c5ccccc5)CC4)CC3)n[nH]c2=O)cc1	19	-12%	-24%	4%	4%	6%	i
Cc1nonc1CN(C)C(=O)CC(c1ccccc1)c1ccc2c(c1)OCO2 (stereo not given)	11	?	?	27%	-3%	0%	i
Cc1ccc(-c2cn3c(n2)N(C(=O)c2cnn4cccnc24)CCC3)cc1	-6	i	79µM*	31%[activator]	3%	4%	i
COc1ccccc1NC(=O)c1c(NCc2ccc(C)o2)sc2c1CCC(C)C2 (stereo not given)	14	/	/	2%	/	-4%	/
Cc1ccccc1CNC(=O)CCn1ccn2nc3c(c2c1=O)CCCC3	36	1%	10%	-4%	8%	-6%	-9%
COc1ccc(CN2CCC(O)(c3csc(CN4CCc5ccccc5C4)n3)CC2)cc1	-2	?	?	-7%	-3%	-26%	5%
CCCNC(=O)C1COC2(CCN(C(=O)c3ccccc3Cl)CC2)N1C(=O)c1cccc(F)c1 (stereo not given)	-3	-4%	-2%	0%	1%	-4%	-7%
CCN(CC)CCn1c2c(c(SCC(=O)Nc3cccc(C(F)(F)F)c3)nc1=O)CCC2	-13	/	/	22%	/	-2%	/
CCc1nc2c(c(-c3ccc(Cl)cc3)n1)CCN(CC1CCCCC1)CC2	5	3%	-8%	32%[activator]	-1%	1%	i
Cc1noc(C)c1S(=O)(=O)N(C)C1CCOc2ccccc21 (stereo not given)	2	-18%[138 µM]	-29%[172 µM]	-4%[87.6 µM]	-6%[172 µM]	-3%[87.6 µM]	-15%[88.5 µM]
O=C(NC1CC1)[C@@H]1CN(Cc2c(F)cccc2Cl)C[C@H]1CO	18	-30%	-19%	6%	4%	-5%	i
Cc1ccc(NC(=O)N2CCC(CCNC(=O)CCCc3ccccc3)CC2)cc1	-6	-2%	-27%	49%[activator]	?	7%	?
CCCNC(=O)N1CCc2cc(OC)c(OC)cc2C1CNC(=O)c1ccccc1C (stereo not given)	10	-19%	-26%	-26%	-9%	-17%	i
CCCC(=O)N1CCc2nc(OCC)ccc2C1	-25	-4%	12%	?	-10%	2%[12.5 µM]	i
CCC(=O)N1CCc2cc(Br)cc(S(=O)(=O)CCC(=O)NCCc3ccccc3)c21	-9	/	/	-11%	/	-2%	/
OC1(Cc2cc(-c3ccccc3)no2)CCN(c2ncncn2)CC1	-5	-59%	?	27%	0%	?	5%
O=C(NC1CCCCC1)C1CN(S(=O)(=O)c2ccccc2F)CC12CCOCC2 (stereo not given)	7	i	i	9%	2%	3%	-5%
CCc1ccc(Nc2nc(C)cc(=O)n2CC(=O)c2ccc(F)cc2)cc1	2	i	1%	-10%	1%	2%	5%
O=C(c1ccccc1Cl)N1CCC2(C1)C(=O)N(CCc1ccccc1)c1ccccc12 (stereo not given)	9&12	?	40µM*!	?	-3%&-9%	?	-9%
COC[C@H]1CCCN1[C@@H]1[C@H](O)[C@H](CO)O[C@@H]1CNC(=O)C1CCCC1	0	i	-3%[172 µM]	-1%[87.6 µM]	15%[172 µM]	4%[87.6 µM]	-1%[88.5 µM]
Cc1ccccc1OCc1nc(C2CN(C(=O)c3ccc4ccccc4n3)C2)no1	0	?	?	40%[activator]	?	10%	i
CC(C)Oc1ccc(CNS(=O)(=O)c2ccc3c(c2)C(C)(C)C(=O)N3C)cc1	-16	/	/	-15%	/	4%	/
Cc1nn(-c2cccc(Br)c2)c(C)c1[C@@H]1C=C[C@@H](NC(=O)CC(C)(C)CC(=O)O)C1	9	?	?	6%	?	4%	-4%
O=C(NCc1ccc(F)cc1)C1CN(c2cccc(Cl)c2)C(=O)N1 (stereo not given)	4&-4	?	?	-12%[87.6 µM]	-7%[172 µM]	3%[87.6 µM]	i
O=C(Cn1nc2c(cc1=O)CCCC2)NCCc1cccc(F)c1	11	-15%	-5%	-6%	0%	-3%	-5%
Cc1ccc(C(=O)NC2CCN(c3ccc4nnc(-c5ccccc5)n4n3)CC2)cc1	0	-7%	?	/	/	/	/
CNC(=O)N1CCCC1c1nc(C2CN(S(=O)(=O)c3c(C)noc3C)C2)no1 (stereo not given)	8	-17%	3%	17%	/	0%	-21%
COc1ccc(OC)c(NC(=O)CSC2=Nc3ccccc3C3=NC(CCC(=O)NCc4ccco4)C(=O)N23)c1 (stereo not given)	-11	/	/	-8%	/	4%	/
CC(CCc1ccccc1)NC(=O)Cn1cccc1-c1nc(-c2ccc(F)cc2)no1 (stereo not given)	16	-1%	11%	?	-2%	-6%	0%
O=C(c1ccccc1)N1CC(Oc2ccc(F)c(F)c2)C1	-4	?	?	33%[activator][87.6 µM]	/	1%[87.6 µM]	i
Cn1cc(-c2ccccc2)cc1C(=O)NCc1ccc(N2CCOCC2)cc1	-2	-31%	-23%	18%	-4%	0%	-2%
CCn1cc(S(=O)(=O)N2CC(c3nc(CCN(C)C(=O)C4CC4)no3)C2)cn1	13	-4%	-1%	19%	/	0%	4%
COc1ccc(-c2cc(N3CCN(C(=O)c4ccc(F)c(F)c4)CC3)n[nH]2)cc1	24	?	?	1%	-5%	9%	i
CCOc1ccc(Cl)cc1CN(C)C(=O)c1cccc(-n2cnnc2)c1	-10	-19%	-8%	-8%	15%	-2%	i
COc1cccc(-n2c(-c3ccc(Cl)cc3)cc3c2CC(C)(C)CC3=O)c1	-9	/	/	?	/	2%	/
COc1ccccc1NC(=O)Cn1nc(C)n2cccc2c1=O	27	/	/	-10%	/	5%	/
CCc1ccc(NC(=O)Cn2ccn3nc(-c4ccc(F)cc4)c(CO)c3c2=O)cc1	2	-3%	-24%	-16%	4%	-2%	i
CCOc1ccc(NC(=O)C2CCN(C(=O)c3ncn4c3COC(c3ccccc3)C4)CC2)cc1 (stereo not given)	4	i	16%	76%[activator]	13µM*	0%	5%
COCC(=O)N(C)C1CCc2ccccc21 (stereo not given)	-4	-13%[174 µM]	0%[230 µM]	12%[87.6 µM]	-6%[230 µM]	9%[87.6 µM]	-1%[88.5 µM]
Cn1ncc(N2CCCC(CC(=O)NCCC3=CCCCC3)C2)cc1=O (stereo not given)	21	-13%	-5%	101%[activator]	-5%	3%	-13%

# Rewritten with each value named: part of the list above
compound: COc1ccccc1NC(=O)CSc1nncn2c1cc1sccc12
  IP6K1 inh = 47
  NIH3T3 tox = /
  HEK293 tox = /
  SNCA expr inh = 31%[activator]
  FLuc inh = /
  SNCA viab count = -5%
  GPT2 inhibitor = /
compound: Cc1ccc(-n2c(C3CCN(C(=O)C4(c5ccccc5)CC4)CC3)n[nH]c2=O)cc1
  IP6K1 inh = 19
  NIH3T3 tox = -12%
  HEK293 tox = -24%
  SNCA expr inh = 4%
  FLuc inh = 4%
  SNCA viab count = 6%
  GPT2 inhibitor = i
compound: Cc1nonc1CN(C)C(=O)CC(c1ccccc1)c1ccc2c(c1)OCO2 (stereo not given)
  IP6K1 inh = 11
  NIH3T3 tox = ?
  HEK293 tox = ?
  SNCA expr inh = 27%
  FLuc inh = -3%
  SNCA viab count = 0%
  GPT2 inhibitor = i
compound: Cc1ccc(-c2cn3c(n2)N(C(=O)c2cnn4cccnc24)CCC3)cc1
  IP6K1 inh = -6
  NIH3T3 tox = i
  HEK293 tox = 79µM*
  SNCA expr inh = 31%[activator]
  FLuc inh = 3%
  SNCA viab count = 4%
  GPT2 inhibitor = i

# Screening results as filed in PubChem.
